# Source: PubChem BioAssay (several laboratories)
# CHOP inhibitor – inhibitors of CHOP promoter induction, primary screen, cell-based, unfolded protein response, luciferase reporter. CHO-K1 CHOP-promoter luciferase, tunicamycin-induced, 15-18 h. inhibition, % at 10 µM. hit rate 3.8% among 220,000. AID 2732, 2010;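 active = compounds that reduced the stress-induced luciferase reporter signal by more than about 70% of percent inhibition, limit read from the data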;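 note: 0% = tunicamycin plus vehicle and 100% = wells without tunicamycin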
# BaF3 parental – parental Ba/F3 cell viability inhibition, counter-screen for JAK2V617F inhibitor project, murine pro-B, CellTiter-Glo luminescence | CellTiter-Glo ATP luminescence | inhibition, % at 5.6 µM | AID 1486, 2009 | hit rate 1.1% among 220,000;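 active = inhibition above a per-campaign cutoff, the mean inhibition of all tested compounds plus 3 SD, cut at about 27% in these data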;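 note: 0% = DMSO wells and 100% = JAK Inhibitor I control wells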
# TNF death inh – inhibitors of TNF-alpha triggered necroptosis, primary screen, cell-based, Jurkat FADD-/-, single concentration; activation (protection from cell death), % at 10 µM; hit rate 0.068% among 220,000; Jurkat FADD-/- TNF necroptosis rescue, ATP luminescence, 24 h; 0 = TNF only, 100 = no-TNF cells;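 active = activation, meaning protection from cell death, of at least 50% relative to plate controls; inactive = activation below 50%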;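 note: necroptosis triggered by 40 ng/mL TNF-alpha added together with compound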
# RBBP9 inh – human RBBP9 inhibitors, primary screen, biochemical, fluorescence polarization, FP-Rh probe, HTS | Serine hydrolase RBBP9 (Homo sapiens), O75884 | recombinant RBBP9 | inhibition, % at 7.94 µM | hit rate 0.2% among 220,000 | AID 1515, 2009;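 active = inhibition above the campaign mean of all tested compounds plus 3 SD, cut at about 14% in these data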;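 note: plate controls were DMSO wells with RBBP9 for no effect and wells lacking RBBP9 protein for full effect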
# Target sequence (O75884 whole entry, looked up): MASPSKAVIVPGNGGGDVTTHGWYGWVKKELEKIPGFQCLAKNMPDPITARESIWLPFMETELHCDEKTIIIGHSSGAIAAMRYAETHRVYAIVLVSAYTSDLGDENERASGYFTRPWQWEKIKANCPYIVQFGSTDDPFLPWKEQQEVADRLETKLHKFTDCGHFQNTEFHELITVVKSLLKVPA
#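 System: RBBP9 protein | Quantity: 2.5 µM RBBP9 dispensing solution, before mixing | Reagent: FP-Rh probe, 375 nM dispensing solution | Timing: Enzyme-compound preincubation 30 min, then probe labeling 45 min, 25 °C | Measured by: Fluorescence polarization | Read-out: % inhibition | Replication: One well per compound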
# TRPN1 ag – zebrafish TRPN1 channel agonists, primary screen, cell-based, HEK293, calcium fluorescence; HEK293 zebrafish TRPN1-YFP, Fluo-8 calcium fluorescence; 100% = response to 87 µM carbachol; activation, % at 3 µM; hit rate 0.18% among 220,000; AID 1424, 2008;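 active = activation above its plate's cutoff, the mean activation of test wells on that plate plus 3 SD, cut at about 19% in these data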;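 note: 0% = DMSO alone and 100% = 87 µM carbachol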
#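 Material – zebrafish TRPN1-YFP in HEK293 cells · Doses – 3 µM single point · Schedule – dye 1 h 37 °C plus 30 min RT · Signal – Fluo-8 calcium fluorescence, excitation 470-495 nm, emission 515-575 nm · Read-out – % activation versus carbachol response · Control set – carbachol high, DMSO low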
# Ba/F3 V617F tox – reduced viability of JAK2V617F-dependent Ba/F3 cells, primary screen, JAK2V617F inhibitor project, cell-based, Ba/F3 EpoR-JAK2V617F, luminescence. AID 1446, 2008. inhibition, % at 5.6 µM. hit rate 1.1% among 220,000. ATP luminescence;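 active = inhibition above the campaign mean plus 3 SD over all tested compounds, cut at about 24% in these data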;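 note: cytokine-independent growth of Ba/F3 cells driven by EpoR plus mutant JAK2; 0% = DMSO-treated cells and 100% = JAK inhibitor I control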
# Wee1 degr inh – Wee1 degradation inhibitors, primary screen, cell-based, HeLa, Wee1K328M-luciferase, luminescence; AID 1321, 2008; Wee1-like protein kinase (Homo sapiens), P30291; HeLa Luc-Wee1K328M stability; 100% = proteasome inhibitor MG132 effect; hit rate 1.2% among 220,000; reporter increase, % at 5 µM;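 active = activation above the mean of all tested compounds plus 3 SD, set per screening run, cut at about 8.8% in these data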;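 note: cells exposed to compound for 20 h before luminescence read; 0% = DMSO alone and 100% = MG132 at 30 µM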
# TRPML3 agonist – human TRPML3 channel agonists, primary screen, cell-based, HEK293 TRPML3-YFP, Fluo-8 calcium fluorescence, 3 µM; hit rate 0.29% among 220,000; activation, % at 3 µM; 100% = the carbachol control signal; AID 1448, 2008;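 active = activation above its plate's cutoff, the mean activation of the plate's test wells plus 3 SD, cut at about 12% in these data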;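 note: 0% = DMSO only wells and 100% = carbachol wells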
# Target sequence (Q8TDD5 whole entry, looked up): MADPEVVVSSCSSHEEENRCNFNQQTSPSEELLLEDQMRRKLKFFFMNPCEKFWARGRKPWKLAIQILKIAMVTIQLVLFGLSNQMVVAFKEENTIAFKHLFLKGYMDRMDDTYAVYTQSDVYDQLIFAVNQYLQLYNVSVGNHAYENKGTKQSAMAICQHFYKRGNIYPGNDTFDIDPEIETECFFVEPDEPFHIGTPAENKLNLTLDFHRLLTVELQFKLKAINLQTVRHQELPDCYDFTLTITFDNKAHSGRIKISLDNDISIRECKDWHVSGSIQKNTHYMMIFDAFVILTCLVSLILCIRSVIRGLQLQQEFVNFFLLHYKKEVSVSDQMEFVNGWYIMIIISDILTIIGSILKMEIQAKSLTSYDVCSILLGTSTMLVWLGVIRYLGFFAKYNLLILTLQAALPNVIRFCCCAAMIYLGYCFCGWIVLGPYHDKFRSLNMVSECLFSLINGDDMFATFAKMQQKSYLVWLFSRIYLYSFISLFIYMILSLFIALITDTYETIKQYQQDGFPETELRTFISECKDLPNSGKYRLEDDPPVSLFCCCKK
#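 Test system – HEK293 line with stable expression of human TRPML3-YFP channel · Control set – carbachol 87 µM final as high control (100%), DMSO as low control (0%) · Signal – Fluo-8 calcium dye fluorescence, ex 470-495, em 515-575 nm · Incubation – 1-h 37 °C dye load, 5-s basal, 120-s post-compound reads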
# PPC-1+TRAIL kill – compounds killing PPC-1 cancer cells with TRAIL present, primary screen, TRAIL potentiator project, ATPLite luminescence, uHTS. PPC-1 cells + TRAIL, ATPLite viability luminescence. cell killing (% activity), % at 4 µM. hit rate 0.41% among 220,000. AID 1443, 2008;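 active = cell killing above 50% in the first pass at 4 µM, then a duplicate retest at 5 µM averaging 50% or more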;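 note: plate controls were cells with TRAIL plus DMSO for no effect and medium-only wells lacking cells for full effect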
# * = called active by the depositor; . = not tested or not shown.
# Below each SMILES: CHOP inhibitor	TRPML3 agonist	Ba/F3 V617F tox	TNF death inh	RBBP9 inh	BaF3 parental	Wee1 degr inh	TRPN1 ag	PPC-1+TRAIL kill
> CNC(=S)N(CCc1c(C)[nH]c2ccc(Cl)cc12)Cc1cc(OC)c(OC)c(OC)c1
→ 26	1.8	-4	-1.4	1	3	-1	1.4	26
> NNC(=O)c1cc2cc(OC(F)(F)F)ccc2[nH]1
→ -5	0.6	4	2.4	-10	3	2	2.4	27
> O=c1nccc(Nc2ccccc2)[nH]1
→ -6	0.9	-4	0.1	-5	1	-1	1.0	-6
> Cn1c(CC(=O)Nc2ccc(Cl)c(Cl)c2)n[nH]c1=S
→ 5	1.1	1	0.4	-10	7	0	-0.3	-3
> O=C(O)c1ccc(-n2cncn2)c([N+](=O)[O-])c1
→ 12	0.4	-4	2.5	7	-1	-2	1.8	-3
> CCCCNC(=O)c1onc(CSc2ccccc2)c1C(=O)O
→ 28	-0.3	1	-0.9	3	0	-3	0.6	11
> N#CC1=C(SCC(=O)c2ccc(Br)cc2)NC2=C(C(=O)CCC2)C1c1ccco1 (centres undefined)
→ -8	0.2	1	-15	-5	2	11*	0.8	-9
> Cc1ccc(S(=O)(=O)Nc2ccc(N3CCN(C)CC3)nc2)cc1
→ 0	0.5	-2	2.9	-7	-1	-3	1.7	8
> CCn1nc(C(=O)Nc2ccc(S(=O)(=O)Nc3ncccn3)cc2)c2ccccc2c1=O
→ -13	1.3	0	-2.2	-5	6	4	-0.6	14
> O=C(NCCN1CCOCC1)c1ccc(CS(=O)(=O)Cc2ccccc2F)o1
→ -4	-0.2	-2	0.3	-3	2	4	4.0	18
> CC(/C=N/NC(=O)c1sc(N)nc1C)=C\c1ccccc1
→ -12	0.2	0	0.8	-11	3	2	-0.7	28
> CCOC(=O)Cn1nnnc1CN(Cc1ccccc1)Cc1cc2cc(CC)ccc2[nH]c1=O
→ 56	-0.1	-5	-1.1	0	2	8	-2.2	0
> CCN(CC)CCCNC(=O)CNC(=S)N(CCCN1CCOCC1)Cc1cccs1
→ 14	1.0	-2	1.2	-6	1	1	0.4	20
> CCn1nc(NC(=O)Cc2ccc(OC)cc2)c2cc3cc(C)ccc3nc21
→ 29	0.6	2	1.3	-10	2	0	0.0	13
> Cc1ccc(OCC(=O)Nc2ccc(S(=O)(=O)N3CCOCC3)cc2)c([N+](=O)[O-])n1
→ -20	1.3	-1	1.0	-6	7	4	0.8	3

# Reprinted at random: 4 compounds from above.
# Below each SMILES: CHOP inhibitor	TRPML3 agonist	Ba/F3 V617F tox	TNF death inh	RBBP9 inh	BaF3 parental	Wee1 degr inh	TRPN1 ag	PPC-1+TRAIL kill
> O=c1nccc(Nc2ccccc2)[nH]1
→ -6	0.9	-4	0.1	-5	1	-1	1.0	-6
> NNC(=O)c1cc2cc(OC(F)(F)F)ccc2[nH]1
→ -5	0.6	4	2.4	-10	3	2	2.4	27
> N#CC1=C(SCC(=O)c2ccc(Br)cc2)NC2=C(C(=O)CCC2)C1c1ccco1 (centres undefined)
→ -8	0.2	1	-15	-5	2	11*	0.8	-9
> CCn1nc(C(=O)Nc2ccc(S(=O)(=O)Nc3ncccn3)cc2)c2ccccc2c1=O
→ -13	1.3	0	-2.2	-5	6	4	-0.6	14

# The list continues:
# Below each SMILES: CHOP inhibitor	TRPML3 agonist	Ba/F3 V617F tox	TNF death inh	RBBP9 inh	BaF3 parental	Wee1 degr inh	TRPN1 ag	PPC-1+TRAIL kill
> Cc1ccc(-c2noc(CCC(=O)NCCN3CCN(Cc4ccccc4)CC3)n2)cc1
→ 16	2.6	-2	-3.9	-2	3	0	1.8	-7
> CC1=NN(c2nc(-c3ccccc3)cs2)C(=O)C1N=Nc1ccccc1 (centres undefined)
→ 20	0.6	3	-1.1	0	6	-3	1.5	14
> CC(C)OCCCNC(=S)NNC(=O)C(c1ccccc1)c1ccccc1
→ 11	0.2	-1	-0.4	-5	3	-1	-0.4	15
> COC(=O)c1[nH]c2ccc(C)cc2c1NC(=O)CN1CCc2cc(OC)c(OC)cc2C1
→ 22	-0.5	-1	-11	-9	5	0	0.7	1
> Nc1cc(OC(=O)c2cccs2)nn1S(=O)(=O)c1ccccc1
→ 43	0.3	-2	-0.3	-2	1	0	-1.4	8
> Cc1cc(-c2csc(NC(=O)c3cccc(S(=O)(=O)N(C)C)c3)n2)c(C)n1-c1ccccc1
→ 47	1.2	0	0.4	-12	2	-2	1.4	12
> CCOc1ccccc1-c1nc2c([nH]1)c(=O)n(C)c(=O)n2C
→ 20	0.1	1	-2.1	-4	3	-3	1.1	-2
> CC(C)(C)N=C1SCC(C)(/C=N/O)S1 (centres undefined)
→ 31	0.8	2	-3.3	-2	0	0	0.5	7
> COc1ccccc1Nc1nc(-c2c(C)[nH]c3ccccc23)cs1
→ 45	0.8	-1	0.1	-6	2	-1	0.9	4
> CCSc1nnc(NC(=O)CSc2nc(CC)nc3c2c(=O)n(C)c(=O)n3C)s1
→ 82*	0.6	0	0.8	-1	2	3	0.1	1
> COc1cccc(NC(=O)CN(C)S(=O)(=O)c2ccc(C)cc2)c1
→ 25	-0.2	-5	1.3	-8	8	5	-0.9	35
> COc1ccc(S(=O)(=O)N/N=C/c2ccc(OCCN3CCOCC3)c(OC)c2)cc1
→ 13	0.5	-1	2.4	2	4	-1	0.6	-12
> Cc1csc(N(C(=O)c2cccc(S(=O)(=O)N(C)C)c2)c2ccccc2)n1
→ -17	2.0	1	-2.2	-6	5	1	1.9	16
> CCOC(=O)Cc1nnc(-c2ccccc2)o1
→ 16	0.2	-2	0.5	-3	-2	5	-0.1	3
> Cc1ccc(C2c3c(oc4cc(C)c(C)cc4c3=O)C(=O)N2CCCN2CCOCC2)cc1 (centres undefined)
→ .	0.6	1	-0.6	-9	2	-2	1.7	9

# Gathered by group, the compounds so far with a COOH group (two)
# Below each SMILES: CHOP inhibitor	TRPML3 agonist	Ba/F3 V617F tox	TNF death inh	RBBP9 inh	BaF3 parental	Wee1 degr inh	TRPN1 ag	PPC-1+TRAIL kill
> O=C(O)c1ccc(-n2cncn2)c([N+](=O)[O-])c1
→ 12	0.4	-4	2.5	7	-1	-2	1.8	-3
> CCCCNC(=O)c1onc(CSc2ccccc2)c1C(=O)O
→ 28	-0.3	1	-0.9	3	0	-3	0.6	11

# Later entries.
# Below each SMILES: CHOP inhibitor	TRPML3 agonist	Ba/F3 V617F tox	TNF death inh	RBBP9 inh	BaF3 parental	Wee1 degr inh	TRPN1 ag	PPC-1+TRAIL kill
> O=C(Cn1cccc1C(=O)c1ccccc1)NCCN1CCOCC1
→ 2	0.2	1	-1.1	-2	0	2	2.8	13
> COCCCNC(=O)/C=C/c1c(Cl)cccc1Cl
→ 7	0.2	-2	1.3	-1	3	1	0.5	19
> CC(C)c1[nH]nc2c1C(C(C)C)C(C#N)=C(N)O2 (centres undefined)
→ 35	1.0	0	-4.4	-3	1	0	1.2	1
> COC(=O)c1[nH]c2cccc(Cl)c2c1NC(=O)CN1CCCCC1C (centres undefined)
→ 20	-0.3	2	-2.9	-7	2	-3	-0.2	8
> CCOC(=O)C1CCN(c2c(NCCN3CCN(c4ccccc4)CC3)c(=O)c2=O)CC1
→ 5	0.9	-1	0.4	-2	6	5	1.6	20
> O=C(N/N=C/c1ccco1)c1ccc(NC(=O)c2ccccc2Cl)cc1
→ -2	0.0	2	-1.2	-5	7	0	0.6	-4
> c1ccc(-c2ncc3c(ccc4ccccc43)n2)cc1
→ 80*	0.9	1	-0.5	-6	5	-3	0.9	78*
> COC(=O)c1ccc(CSc2nc3c(cnn3-c3ccc(C)c(C)c3)c(=O)[nH]2)o1
→ 24	-0.6	1	-1.7	-2	2	3	1.9	11
> COC(=O)c1cccc(S(=O)(=O)N2CCC(NC(=O)NC34CC5CC(CC(C5)C3)C4)CC2)c1
→ 46	-0.7	3	-4.5	-6	5	-2	-0.5	-4
> Cc1sc(NC(=O)c2ccccc2F)c(CN2CCCCC2)c1C
→ 11	-0.4	3	1.0	-2	6	4	-1.0	20
> CC1(C)NC(=O)N(CCCCOc2ccc3ccccc3c2Cl)C1=O
→ 12	-0.1	0	1.3	0	5	0	0.7	8
> Nc1n[nH]c2ccccc12
→ 20	1.0	2	1.4	6	0	5	-0.2	7
> Cc1ccc(C)c(OCc2nnc(NC(=O)c3ccc4c(c3)OCO4)s2)c1
→ -8	1.1	-4	2.3	-2	-9	11*	-2.4	13
> Cc1ccc(Sc2nc(-c3ccccc3)nnc2C(F)(F)F)cc1
→ 107*	0.1	-3	-24	1	6	0	-0.4	-7
> COc1ccc(CCNC(=O)Cn2nnc(-c3cccs3)n2)cc1OC
→ 10	0.5	0	-2.1	-9	1	2	1.1	-5
> CCN(CC)C(c1ccc(C)cc1)c1nnnn1C1CCCCC1 (centres undefined)
→ 69	-1.1	2	-0.7	-3	9	2	-3.0	-15
> NNc1nc2c(F)cccc2s1
→ -9	-0.5	0	-0.1	7	3	-2	0.6	24
> CCNc1nc(C)nc2c1oc1ccccc12
→ 13	0.5	-4	-0.3	4	6	-2	0.3	-9
> CCNc1nc(NCC)n2c(SCC(=O)c3ccccc3F)nnc2n1
→ 16	0.8	3	-0.3	-3	6	-3	0.4	8
> O=S(N1CCc2ccccc21)C12CC3CC(CC(C3)C1)C2 (centres undefined)
→ 5	0.0	-2	0.4	-4	2	3	-1.8	22
> CCOC(=O)C1=C(c2ccccc2)OC(N)=C(C#N)C1c1cccs1 (centres undefined)
→ -26	-1.2	-5	-0.6	-5	-2	-3	-0.7	11
> Cc1cccc(NC(=O)CSc2nnc(-c3ccco3)o2)c1
→ 3	0.3	-4	-0.4	-4	-1	0	0.3	4
> C/C(=C1/SC(N2CCOCC2)=NC1=O)c1ccc(Cl)cc1
→ -14	0.9	3	-0.9	-6	5	3	0.8	12
> Cc1nc2c3ccccc3[nH]c(=O)n2n1
→ 44	1.1	-1	-1.3	-8	4	-2	1.3	19
> CC(C)(C)/C=N/NC(=O)C1CC1
→ 12	0.3	5	-0.2	-8	-1	2	0.5	12
> CC(=O)Nc1cccc(Oc2ccc([N+](=O)[O-])cc2Cl)c1
→ -3	0.5	0	-0.4	-13	3	6	0.7	-16
